# Bioassay records deposited in PubChem by National Center for Advancing Translational Sciences (NCATS).
# TDP43 rescue = rescues yeast growth from TDP-43 toxicity; hit rate 1.8% among 410,000; AID 652104; TDP-43 expressing yeast growth rescue, BacTiter-Glo, 24 h; Potency, µM (doses to about 46.1 µM), without a hit: top-dose growth rescue (activation), actives largely listed as activators; note: potency is the fitted concentration of half-maximal effect; % of control where 0% means no effect; nearly all actives have a fitted effect of over 50% in size
#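 Yeast expressing TDP-43 (pregrown in raffinose, seeded at OD600=0.02 in galactose medium) exposed to compounds 24 hr at 30 deg C. Growth read by BacTiter-Glo luminescence; rescue of toxicity appears as increased signal.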
# FUS yeast rescue = FUS proteinopathy suppression in yeast; S. cerevisiae FUS-expressing, growth rescue, OD600, 24 h; Potency, µM (highest dose often 76.6 µM), without a hit: top-dose growth rescue (activation), hits mostly activators; hit rate 0.24% among 390,000; AID 1347120;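 note: potency is the fitted concentration of half-maximal effect; plate controls were DMSO vehicle for no effect and reference control for full effect; nearly all actives have a fitted effect of over 55% in size; some results filed as inactive show a strong effect at the top dose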
#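 Quantitative HTS measuring growth restoration of FUS-toxic yeast. Galactose-induced cells (OD 0.005) were exposed 24hr at 30C to compounds at several concentrations, then absorbance at 600 nm was recorded.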
# Mm-Cpn inhibitor = M. maripaludis TRiC chaperonin inhibition; AID 504842; hit rate 0.031% among 330,000; Potency, µM (series often up to 76.9 µM), for inactives: at the highest dose activity, negative = inhibition, actives largely listed as inhibitors; purified Mm-Cpn ATPase, ADP Transcreener TR-FRET; note: potency is the fitted concentration of half-maximal effect; % is set by controls: 0 for no effect and ±100 for the full control effect; nearly all actives have a fitted effect of over 80% in size
#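 25 nM Mm-CPN + cpd, 10 min 37°C; + 10 uM ATP, 30 min 37°C; buffer 30 mM Tris pH 7.4, 100 mM KCl, 5 mM MgCl2, 1 mM DTT; Transcreener ADP HTRF detection 30 min RT.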
# PTHR1 agonist = agonists of human PTHR1 parathyroid hormone receptor; Q03431; AID 743266; Potency, µM (series often up to 115 µM), inactives show top-dose activation, most hits filed as activators; HEK293 GP2 PTHR1 cells, GloSensor cAMP luminescence, 1 h; hit rate 0.075% among 410,000; note: potency is the fitted concentration of half-maximal effect; nearly all actives have a fitted effect of over 55% in size; some results filed as inactive show a strong effect at the top dose; inactives centre near -15; many of its hits are not listed in these tables
# Target sequence (Q03431 whole entry, looked up): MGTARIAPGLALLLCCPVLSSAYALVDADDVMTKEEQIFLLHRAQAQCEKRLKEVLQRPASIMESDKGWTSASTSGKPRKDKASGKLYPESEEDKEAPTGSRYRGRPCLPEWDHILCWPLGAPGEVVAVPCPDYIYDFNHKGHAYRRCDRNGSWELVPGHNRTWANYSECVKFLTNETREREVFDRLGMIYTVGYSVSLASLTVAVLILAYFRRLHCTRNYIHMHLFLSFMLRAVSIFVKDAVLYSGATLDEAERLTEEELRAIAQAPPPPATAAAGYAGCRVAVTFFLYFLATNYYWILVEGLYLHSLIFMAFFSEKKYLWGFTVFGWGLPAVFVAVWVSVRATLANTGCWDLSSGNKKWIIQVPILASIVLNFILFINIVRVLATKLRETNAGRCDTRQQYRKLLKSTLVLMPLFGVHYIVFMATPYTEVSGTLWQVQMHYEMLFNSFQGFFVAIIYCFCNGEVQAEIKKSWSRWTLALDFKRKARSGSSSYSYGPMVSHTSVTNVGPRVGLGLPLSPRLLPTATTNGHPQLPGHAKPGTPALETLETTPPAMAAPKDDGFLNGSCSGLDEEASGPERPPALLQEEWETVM
#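 HEK-293-derived GP2 cells expressing PTHR1 and a GloSensor cAMP reporter, 3,000/well, plated overnight, given luciferin plus IBMX (each 0.5 mM as added) for 1 h at 37 °C, then compound for 1 h at 37 °C. Luminescence was read after 15 min at room temperature.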
# pAkt inh = Akt phosphorylation inhibition; Neuro2A IGF-stimulated pAkt S473 HTRF, 20 min; active compounds read low; hit rate 0.32% among 360,000; activity change, % for hits at 50 µM; in the data active = activity change below about -80%; inconclusive = mostly about -51% to -80%; note: % is set by controls: 0 for no effect and ±100 for the full control effect
#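 Single-point screen (50 µM final compound) in Neuro2A cells stimulated 20 min with 6 nM IGF at 37 deg C. After lysis, Ser473-phosphorylated Akt read by HTRF (ex 330 nm, em 615/665 nm) as the 665/615 ratio.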
# Abeta yeast res = A-beta toxicity reversal in yeast; yeast expressing A-beta42, growth rescue, OD600, 48 h; response scale: 0% DMSO, 100% iron-clioquinol control; Potency, µM (doses to about 46.1 µM), for inactives: at the highest dose growth rescue, actives largely listed as activators; hit rate 0.063% among 410,000; AID 1347071; note: potency is the fitted concentration of half-maximal effect; nearly all actives have a fitted effect of over 55% in size
#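 Yeast growth medium received pinned compounds, then yeast cells expressing toxic A-beta were added; plates incubated at 30 C for 48 hr. Growth read as absorbance at 600 nm, normalized to DMSO and equimolar FeCl3 plus clioquinol controls.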
# GLP1R inv ag = GLP-1 receptor (human) inverse agonism; HEK293 GLP-1R CRE-luciferase, luminescence, 24 h; GLP-1R form is constitutively active; P43220; Potency, µM (titrated, usually from 38.3 µM), for inactives: top-dose activity change, negative = inhibition, most hits filed as inhibitors; hit rate 1.6% among 410,000; AID 624417; note: potency is the fitted concentration of half-maximal effect; % is set by controls: 0 for no effect and ±100 for the full control effect; nearly all actives have a fitted effect of over 55% in size
# Target sequence (P43220 whole entry, looked up): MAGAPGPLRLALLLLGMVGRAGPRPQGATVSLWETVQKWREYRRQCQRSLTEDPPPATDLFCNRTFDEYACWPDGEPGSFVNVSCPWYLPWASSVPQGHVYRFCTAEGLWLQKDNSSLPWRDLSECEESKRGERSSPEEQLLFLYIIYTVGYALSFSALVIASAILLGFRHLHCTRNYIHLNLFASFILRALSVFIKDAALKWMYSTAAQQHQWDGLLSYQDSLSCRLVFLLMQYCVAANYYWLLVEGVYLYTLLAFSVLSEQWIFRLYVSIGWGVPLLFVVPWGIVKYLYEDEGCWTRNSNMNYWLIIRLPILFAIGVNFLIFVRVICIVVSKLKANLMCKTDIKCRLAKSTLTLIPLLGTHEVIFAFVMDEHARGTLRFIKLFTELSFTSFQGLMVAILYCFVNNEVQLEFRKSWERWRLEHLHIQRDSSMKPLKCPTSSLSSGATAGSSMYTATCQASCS
#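 Using stably transfected HEK293 (constitutively active GLP-1R, cAMP-luciferase reporter), compounds were incubated 24 hr and luciferase measured by luminescence.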
# HEK293 tox = cytotoxic in the GLP-1 receptor inverse agonist counter-screen. HEK293 cAMP-luciferase reporter cells, luminescence, 24 h. Potency, µM (series often up to 38.3 µM), inactives show at the top dose activity change, negative = inhibition, usual class: inhibitors. hit rate 0.13% among 410,000. AID 624418;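 note: loss of luciferase light is scored as toxicity; potency is the fitted concentration of half-maximal effect; % is set by controls: 0 for no effect and ±100 for the full control effect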
#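 Seeding density was 200 cells/uL; after overnight-length (12 h) culture, 23 nL compounds went on for 24 h at 37 °C. Readout used a luciferase detection reagent, luminescence taken after 12 min at room temperature.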
# aSyn yeast inh = inhibitors of alpha-synuclein toxicity in yeast. Yeast expressing alpha-synuclein, growth rescue, BacTiter-Glo, 24 h. Potency, µM (series often up to 46.1 µM), for inactives: at the highest dose growth rescue (activation), most hits filed as activators. hit rate 0.14% among 370,000; note: potency is the fitted concentration of half-maximal effect; % of control where 0% means no effect; nearly all actives have a fitted effect of over 65% in size
#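 Rescue of yeast growth: cells expressing toxic alpha-synuclein, induced in galactose at OD600 0.02, incubated with compound 24 h at 30 C. ATP luminescence quantified growth; inhibitors of toxicity appear as activators.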
# Starred values were filed as active, the others as inactive; i = inactive; ? = inconclusive; nt = no result given; & = joins results of further samples; [ ] = remark or other dose. Unless noted, calls come from the whole dose curve; as a rule, active = well fitted curve in the direction sought with a large enough effect; inconclusive = small, poorly fitted or top-dose-only effect, or another doubt; inactive = no such curve, though single readings can be large; an effect the other way counts as inactive or inconclusive. This is a subset, so the mix of outcomes need not match the whole.
SMILES,TDP43 rescue,FUS yeast rescue,Mm-Cpn inhibitor,PTHR1 agonist,pAkt inh,Abeta yeast res,GLP1R inv ag,HEK293 tox,aSyn yeast inh
CC(=O)Nc1sc(C)c(C)c1C(=O)OCC(=O)N(CC(C)C)C1CCS(=O)(=O)C1 (configuration not stated),3%,20%,-5%,-22%,i,23%,-27%,14%,8%
Cn1c(=O)c(=O)n(C)c2cc(N3CCCCC3)c(NS(=O)(=O)c3ccc([N+](=O)[O-])cc3)cc21,-3%,12%,1%,-13%,i,12%,-20%,-9%,2%
Cc1ccc(/C=C2/Sc3ccc(C(=O)NCCN4CCOCC4)cc3NC2=O)cc1,0%,28%,1%,-24%,i,nt,19%,-37%,2%
COc1ccc(-c2cc(CCC(=O)N3CCN(c4cc(C)ccc4C)CC3)on2)cc1,?,28%,0%,-8%,i,1%,?,-4%,4%
CC1(C(=O)NCc2cccc(Cl)c2)Cc2c(-c3ccc4c(c3)OCO4)ccnc2O1 (configuration not stated),?,29%,nt,-13%,i,-33%[inhibitor],?,-16%,4%
COc1ccc(C)c2sc(=NC(=O)C(C)C)n(C)c12,30%,-26%,-4%,i,i,4%,-1%,2%,5%
Cc1cc(NC(=O)CSc2nc(-c3ccccc3)cs2)no1,18%,0%,-3%,-5%,i,4%,6%,-7%,0%
CCOc1ccc(S(=O)(=O)NCc2ccco2)c2ccccc12,12%,42%,-1%,i,i,-16%,0%,15%,8%
Cc1cc(C)c(C#N)c(SCc2ccccc2C(=O)O)n1,-20%,11%,0%,0%[57.5 µM],i,-4%,3%,-9%,0%
CCOC(=O)C(C)(C)N(Cc1ccccc1C)S(=O)(=O)c1ccc(Cl)c([N+](=O)[O-])c1,-8%,7%,0%,-12%,i,?,?,?,6%
COC(=O)c1[nH]c2cc(OC)c(OC)cc2c1NC(=O)Oc1ccccc1,-10%,-21%,-8%,-19%,i,24%[9.22 µM],34%[activator],-9%,-6%
COc1ccc(NC(=O)CCNC(=O)Cn2ccc3ccccc3c2=O)cc1OC,2%,10%,-2%,-9%,i,-7%,-7%,1%,0%

# Eleven entries from above in a different format:
# Under each structure: TDP43 rescue	FUS yeast rescue	Mm-Cpn inhibitor	PTHR1 agonist	pAkt inh	Abeta yeast res	GLP1R inv ag	HEK293 tox	aSyn yeast inh
- Cn1c(=O)c(=O)n(C)c2cc(N3CCCCC3)c(NS(=O)(=O)c3ccc([N+](=O)[O-])cc3)cc21
 : -3%	12%	1%	-13%	i	12%	-20%	-9%	2%
- Cc1ccc(/C=C2/Sc3ccc(C(=O)NCCN4CCOCC4)cc3NC2=O)cc1
 : 0%	28%	1%	-24%	i	nt	19%	-37%	2%
- COc1ccc(-c2cc(CCC(=O)N3CCN(c4cc(C)ccc4C)CC3)on2)cc1
 : ?	28%	0%	-8%	i	1%	?	-4%	4%
- CC1(C(=O)NCc2cccc(Cl)c2)Cc2c(-c3ccc4c(c3)OCO4)ccnc2O1 (configuration not stated)
 : ?	29%	nt	-13%	i	-33%[inhibitor]	?	-16%	4%
- COc1ccc(C)c2sc(=NC(=O)C(C)C)n(C)c12
 : 30%	-26%	-4%	i	i	4%	-1%	2%	5%
- Cc1cc(NC(=O)CSc2nc(-c3ccccc3)cs2)no1
 : 18%	0%	-3%	-5%	i	4%	6%	-7%	0%
- CCOc1ccc(S(=O)(=O)NCc2ccco2)c2ccccc12
 : 12%	42%	-1%	i	i	-16%	0%	15%	8%
- Cc1cc(C)c(C#N)c(SCc2ccccc2C(=O)O)n1
 : -20%	11%	0%	0%[57.5 µM]	i	-4%	3%	-9%	0%
- CCOC(=O)C(C)(C)N(Cc1ccccc1C)S(=O)(=O)c1ccc(Cl)c([N+](=O)[O-])c1
 : -8%	7%	0%	-12%	i	?	?	?	6%
- COC(=O)c1[nH]c2cc(OC)c(OC)cc2c1NC(=O)Oc1ccccc1
 : -10%	-21%	-8%	-19%	i	24%[9.22 µM]	34%[activator]	-9%	-6%
- COc1ccc(NC(=O)CCNC(=O)Cn2ccc3ccccc3c2=O)cc1OC
 : 2%	10%	-2%	-9%	i	-7%	-7%	1%	0%

# Next structures follow:
SMILES,TDP43 rescue,FUS yeast rescue,Mm-Cpn inhibitor,PTHR1 agonist,pAkt inh,Abeta yeast res,GLP1R inv ag,HEK293 tox,aSyn yeast inh
CCOc1ccc(-c2c(C(=O)N/N=C/c3ccc(C)s3)nnn2-c2nonc2N)cc1,6%,17%,0%,-10%,i,8%,11µM*,-6%,2%
C#C[C@]1(O)CC[C@H]2[C@@H]3CCc4cc(OC5CCCC5)ccc4[C@H]3CC[C@@]21C,0%,?,-1%,i,i,?,-7%,0%,0%
CN(CC(=O)Nc1ccc(Cl)cc1)CC(=O)Nc1ccc(F)c(F)c1F,?,4%,3%,-24%,i,2%,?,7%,9%
CCOc1ccc(C(C(=O)NCC2CCCO2)N(Cc2cccc(OC)c2)C(=O)c2snc(C(N)=O)c2N)cc1 (configuration not stated),-12%,-15%,2%,19%,i,-14%,-25%,-1%,-3%
Cc1cccc(NC(=S)NCCc2ccccn2)c1,16%,-12%,0%,i,i,1%,9%,8%,-1%
CCC(C)[C@H]1COCCS(=O)(=O)N1Cc1ccc(Br)cc1 (some centres not stated),35µM*,15%,1%,-9%,i,-1%,?,2%,11%
CC1Cc2cc(S(=O)(=O)CCC(=O)N3CCN(c4ccccc4)CC3)ccc2N1C(=O)C1CC1 (configuration not stated),5%,17%,1%,-33%[inhibitor],i,-5%,-2%,?,0%
Clc1cccc2sc(N3CCCC3)nc12,13µM*,5%,0%,-13%[57.5 µM],i,5%,21%,5%,2%
CC1CCCN(C(=O)CCS(=O)(=O)c2cc3c(cc2Cl)NC(=O)CO3)C1 (configuration not stated),18%&2%,-4%&-16%,-4%,-11%,i,-8%&-14%,0%&12%,-6%&1%,-1%&-4%
CCc1nc(NC2CCCCC2)c(C#N)c2c1COC(C)(C)C2,2%,-12%,-3%,i,i,-12%[9.22 µM],1%,9%,-1%
CC(=O)NNC(=S)Nc1cc(S(=O)(=O)N(C)C)ccc1C,3%,20%,3%,i,i,10%,0%,-7%,-1%
COc1ccc(-c2nnc3c4ccccc4c(C)nn23)cc1,?,28%,0%,i,i,-2%,62%[activator],1%,?
COc1cccc(-n2nc(C(=O)O)c3ccccc3c2=O)c1,-14%,16%,0%,i,i,-18%,17%,4%,-1%
CCOC(=O)c1cc(C#N)c(N2CCNCC2)nc1C(F)(F)F,-12%,1%,-22%,i,i,3%,3%,0%,-4%
Cc1ccc2c(=O)cc(C(=O)Nc3ccc(S(=O)(=O)N4CCCCC4C)cc3)oc2c1C (configuration not stated),11%,-12%,nt,i,nt,-16%,16%,-9%,nt
COc1cccc(NC(=O)C2CCN(S(=O)(=O)c3ccc4c(c3)CC(C)N4C(C)=O)CC2)c1 (configuration not stated),0%,15%,3%,-18%,i,5%,24%,-5%,4%
CC(=O)c1c(C)oc2c1cc(O)c1ccccc12,1%,-20%,1%,2%,i,27%,13%,9%,5%
CCn1c(=O)c2ccccc2n(Cc2cccc([N+](=O)[O-])c2)c1=O,-24%,22%,0%,-14%,i,-12%,39%[activator],23%,-4%
CCOC(=O)Cc1ccc(NC(=O)N2CC(C)Oc3ccc(Cl)cc32)cc1 (configuration not stated),-11%,-5%,nt,-47%[inhibitor],nt,3%,?,4%,nt
Cc1nc(SCc2nc3ccc([N+](=O)[O-])cc3[nH]2)c2oc3ccccc3c2n1,nt,5%,5%,-5%,nt,3%,nt,nt,nt
Cc1ccc(NC(=O)C/C(N)=N/OC(=O)c2ccccc2)cc1,23%,-52%,-3%,i,i,-6%,-6%,-1%,0%
COC(=O)c1cn(CC(=O)N2C(C)CCCC2C)c2ccccc12 (configuration not stated),1%,17%,-2%,-9%[57.5 µM],i,17%,?,9%,-3%
COCCN(Cc1ccc(F)cc1)C(=O)c1cc2ccccc2oc1=O,8%,1%,0%,i,i,7%,-14%,-9%,-1%
Cc1ccc2nc(/C(C#N)=C/c3ccc(O)c(O)c3)[nH]c2c1,-21%,27%,-17%,0%,i,-29%,10%,-17%,1%
CCc1ccc(NC(=O)C(CC)n2c(=O)c(-c3ccccc3NC(C)=O)nc3ccccc32)cc1 (configuration not stated),26%,?,nt,i,nt,-9%,11µM*,-23%,nt
COc1ccccc1CCCNC(=O)C1CCC(=O)N(CCCN2CCCC2=O)C1 (configuration not stated),-12%,8%,-23%,-13%,i,-14%,1%,-18%,1%
COc1ccccc1NC(=S)N/N=C1\CC(C)(C)Oc2ccc(O)cc21,18%,-11%,2%,i,i,5%,?,?,0%
